# Bioassay records: PubChem BioAssay, National Center for Advancing Translational Sciences (NCATS)
# Giardia FBPA inh – qHTS Assay for Inhibitors of Fructose-1,6-bisphosphate Aldolase from Giardia Lamblia | A8B2U2 | purified Giardia FBPA | Potency, µM (doses to about 59.6 µM), without a hit: at the top dose activity, negative = inhibition, actives largely listed as inhibitors | hit rate 0.71% among 290,000 | AID 2451, 2010; also: potency is read from the fitted curve at half-maximal effect; nearly all actives have a fitted effect of over 55% in size
# Target sequence (A8B2U2 whole entry, looked up): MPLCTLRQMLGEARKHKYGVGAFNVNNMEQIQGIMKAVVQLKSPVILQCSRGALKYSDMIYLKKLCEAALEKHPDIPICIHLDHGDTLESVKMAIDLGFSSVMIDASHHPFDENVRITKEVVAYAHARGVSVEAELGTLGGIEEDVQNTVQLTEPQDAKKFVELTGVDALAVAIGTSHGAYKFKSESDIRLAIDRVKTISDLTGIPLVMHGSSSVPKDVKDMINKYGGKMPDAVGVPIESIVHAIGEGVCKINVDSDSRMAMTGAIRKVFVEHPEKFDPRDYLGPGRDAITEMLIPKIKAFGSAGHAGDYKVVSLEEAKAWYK
#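 40 nM FBPA preincubated 10 min at RT with compound (up to 57.5 uM final), then substrate plus GAPDH/TPI/NAD/arsenate coupling and diaphorase/resazurin added. Fluorescence read after 20 min at RT, 525/598 nm.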
# HCMV inh – qHTS Assay for inhibitors of the human cytomegalovirus (HCMV). HFF cells, HCMV-luciferase reporter, 72 h; active compounds read low. activity change, negative = inhibition, % at 57.5 µM. hit rate 4.5% among 410,000; in the data active = activity change below about -60%; inconclusive = no clear call, values can overlap the other calls; inactive = above about -39%
#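 HFF cells seeded 16 h at 37C, treated with compounds, infected with luciferase-reporter HCMV at MOI 1 PFU/cell; luciferase read at 72 h post infection, normalized to buffer-only and Salinomycin controls.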
# AmpC inh no detg – qHTS Inhibitors of AmpC Beta-Lactamase (assay without detergent) | AID 485341, 2010 | P00811 | hit rate 0.52% among 330,000 | Potency, µM (series often up to 57.1 µM), for inactives: top-dose activity change, negative = inhibition, usual class: inhibitors | AmpC nitrocefin hydrolysis, absorbance 480 nm, 0.0001% Triton;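 also: potency is read from the fitted curve at half-maximal effect; plate controls were no compound for no effect and no enzyme for full effect; nearly all actives have a fitted effect of over 20% in size; some results filed as inactive show a strong effect at the top dose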
# Target sequence (P00811 whole entry, looked up): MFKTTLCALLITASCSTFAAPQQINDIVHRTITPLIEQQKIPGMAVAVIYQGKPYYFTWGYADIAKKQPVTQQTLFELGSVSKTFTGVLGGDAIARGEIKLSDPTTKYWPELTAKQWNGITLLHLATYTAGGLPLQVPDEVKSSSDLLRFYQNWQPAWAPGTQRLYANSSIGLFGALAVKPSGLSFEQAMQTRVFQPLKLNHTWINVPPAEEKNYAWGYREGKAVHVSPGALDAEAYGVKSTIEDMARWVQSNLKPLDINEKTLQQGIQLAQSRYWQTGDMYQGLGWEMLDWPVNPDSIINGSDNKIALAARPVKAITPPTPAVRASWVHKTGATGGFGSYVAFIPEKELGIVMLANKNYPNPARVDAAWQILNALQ
#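 AmpC (5.3 nM in the dispensed reagent) in 20 mM phosphate pH 7.0 with 0.01% (detergent screen) or 0.0001% Triton X-100 was preincubated with compounds for 15 min at room temperature. Nitrocefin was then added from an 800 uM solution, and hydrolysis was followed at 480 nm.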
# AmpC detergent – qHTS Inhibitors of AmpC Beta-Lactamase (assay with detergent); AmpC hydrolysis of nitrocefin, absorbance 480 nm, 0.01% Triton; Potency, µM (top dose mostly 114 µM), for the others: at the top dose activity change, negative = inhibition, most hits filed as inhibitors; hit rate 0.041% among 370,000; AID 485294, 2010;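 also: potency is read from the fitted curve at half-maximal effect; 0% = no-compound wells and -100% = no-enzyme wells; nearly all actives have a fitted effect of over 25% in size; some results filed as inactive show a strong effect at the top dose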
#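 AmpC (5.3 nM in the dispensed reagent) in 20 mM phosphate pH 7.0 with 0.01% (detergent screen) or 0.0001% Triton X-100 was preincubated with compounds for 15 min at room temperature. Nitrocefin was then added from an 800 uM solution, and hydrolysis was followed at 480 nm.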
# HCV inhibitor – qHTS Assay for Inhibitors of Hepatitis C Virus (HCV). AID 651820, 2012. hit rate 3.4% among 340,000. Huh7.5.1 HCVcc-Cre infection, luciferase reporter, 44 h. Potency, µM (series often up to 41.8 µM), without a hit: top-dose activity change, negative = inhibition, hits mostly inhibitors; also: potency is read from the fitted curve at half-maximal effect
#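 Whole-lifecycle infectious HCVcc-Cre system; cells 1,000/well, compound then virus (~0.5 moi) added 4 h after plating, 44 h culture. Luciferase read 15 sec following 15 min substrate incubation, room temp.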
# Sm TGR block – qHTS Assay for the Inhibitors of Schistosoma Mansoni Peroxiredoxins | hit rate 3% among 360,000 | AID 485364, 2010 | Potency, µM (series often up to 114 µM), inactives show at the top dose activity change, negative = inhibition, usual class: inhibitors | purified TGR, DTNB reduction, TNB absorbance 405 nm | Schistosoma mansoni thioredoxin glutathione reductase (TGR), Q962Y6; also: potency is read from the fitted curve at half-maximal effect; nearly all actives have a fitted effect of over 60% in size
#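 TGR 20 nM + NADPH 100 uM (dispensed conc.), cpd preinc 15 min RT; start with NADPH (500 uM addition) then DTNB (15 mM addition). Kinetic TNB absorbance, 405 nm filter. Four-parameter Hill fit across titration.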
# An asterisk follows results filed as active; ? = inconclusive; / = no result given; & = joins results of further samples; [ ] = dose if it differs, or a comment. Unless noted, calls follow the shape of the dose curve; as a rule, active = well fitted curve in the direction sought with a large enough effect; inconclusive = small, poorly fitted or top-dose-only effect, or another doubt; inactive = no such curve, though single readings can be large; an effect the other way counts as inactive or inconclusive. Unless noted, % is scaled to controls: 0 for no effect and ±100 for the full control effect.
SMILES,Giardia FBPA inh,HCMV inh,AmpC inh no detg,AmpC detergent,HCV inhibitor,Sm TGR block
COCCn1c(SCc2csc(-c3ccccc3)n2)nc2ccccc21,-1%,?,-5%,6%,?,-5%
O=C(Nc1cccc(C(F)(F)F)c1)c1cccc(NS(=O)(=O)c2ccc(Br)c(C(=O)O)c2)c1,25%,54,-30%,-11%,-1%,-4%
Cc1cccc(N(Cc2cc3ccc(C)cc3[nH]c2=O)C(=O)c2ccco2)c1,0%,-22,-10%,12%,?,4.5µM*
CC(Nc1ccc(-c2nc(-c3ccncc3)no2)cc1[N+](=O)[O-])c1ccccc1 (centres undefined),/,22,/,-7%,/,-2%
CCOc1ccc(CNC(=O)CCc2cn(C)c3ccccc23)cc1OC,2%,4,33%,7%,2%,23%
CCN(CC)C(=O)COc1ccc(-c2ccccc2)cc1,5%,91,37%,-3%,6%,11%[11.4 µM]
O=C(N/N=C\C=C\c1ccco1)c1cc(-c2ccc3ccccc3c2)n[nH]1,-17%,?,-15%,-9%,?,?
CC(C)(C)C(=O)Nc1ccc(-c2cn3ccsc3n2)cc1,1%,63,-4%,-3%,2%,9%
Nc1cc(C(=O)OCC(=O)NC(c2ccccc2)c2ccccc2)ccc1Cl,1%,59,-36%,-9%,12%,-6%
CCN(CC)S(=O)(=O)c1ccc(N2CCN(CCO)CC2)nc1,4%,1,-17%,-7%,0%,-9%
CSc1cc(-c2ccccc2)n(C)c(=O)c1C#N,2%,-66*,-34%,2%,10µM*,19%
COc1cc2cc(CN(CCO)S(=O)(=O)c3ccccc3)c(=O)[nH]c2cc1OC,-4%,98,-3%,1%,11%,5%

# Full records from above.
# Shown for CCOc1ccc(CNC(=O)CCc2cn(C)c3ccccc23)cc1OC → Giardia FBPA inh = 2%; HCMV inh = 4; AmpC inh no detg = 33%; AmpC detergent = 7%; HCV inhibitor = 2%; Sm TGR block = 23%
# Shown for O=C(N/N=C\C=C\c1ccco1)c1cc(-c2ccc3ccccc3c2)n[nH]1 → Giardia FBPA inh = -17%; HCMV inh = ?; AmpC inh no detg = -15%; AmpC detergent = -9%; HCV inhibitor = ?; Sm TGR block = ?

# Later entries.
SMILES,Giardia FBPA inh,HCMV inh,AmpC inh no detg,AmpC detergent,HCV inhibitor,Sm TGR block
C=CCn1cnnc1SCC(=O)Nc1cccnc1Cl,/,/,48%,-3%,16%,-6%
CN(C)S(=O)(=O)c1ccc(N2CCCC2)c(C(=O)Nc2ccc(Br)cc2F)c1,/,-29,-33%,-7%,-2%,-18%
Cc1cccc2c1cnn2C(=O)CCC(=O)N1CC(C)CC(C)C1 (centres undefined),7%,-7,69%[activator],-18%,6%,0%
COCCCn1c(SCC(=O)N2CCCC(C)C2)nnc1-c1ccco1 (centres undefined),-3%,18,-5%,1%,12%,?
CCOc1ccc2nc(N=NC3=C(O)CC(C)(C)CC3=O)sc2c1,-10%,?,-19%,-9%,-1%,-10%
CCOC(=O)CNC(=O)CCc1nnc2ccc(N3CCC(C)CC3)nn12,1%,?,-2%,-19%,12%,1%
O=C(COC(=O)c1ccc(Cl)nc1)Nc1cc(S(=O)(=O)N2CCOCC2)ccc1Cl,/,-26,-27%,/,-10%,/
CCC(C)(C(=O)NC1CCCCC1)N(Cc1cccs1)C(=O)Cc1cccs1 (centres undefined),2%,-40,24%,2%,?,-3%
Cc1ccnc(NC(=O)C2CCCN(S(=O)(=O)c3ccc4[nH]c(=O)ccc4c3)C2)c1 (centres undefined),5%,-8,-13%,2%,8%,-19%
FC(F)(F)c1ccccc1NC(=S)N1CCCC1,1%,47,-21%,-5%,18%,5%
CCC(=O)NC(Nc1nc2ccc(C)cc2s1)(C(=O)OC)C(F)(F)F (centres undefined),3%,45,-5%,-4%,-13%,0%
COc1ccc(-c2nn(-c3ccccc3)cc2/C=N/Nc2ccc(S(N)(=O)=O)cc2[N+](=O)[O-])cc1OC,0%,63,-34%,4%,-29%,/
CCCc1nnc(NC(=O)CCS(=O)(=O)Cc2ccccc2)s1,4%,-24,-3%,-16%,5%,-7%
CC(=O)c1cnc2cc(-c3ccccc3)nn2c1C,-2%,22,-10%,3%,5%,-4%
COc1ccccc1Oc1ccc(N/C=C2/CCCC2=O)cc1,0%,22,-26%,-5%,5%,-11%
Cc1ccc(CCNC(=O)C2CCC(=O)N(Cc3ccccc3F)C2)o1 (centres undefined),/,16,36%,10%,?,45µM*
Clc1cc(Cl)cc(CN2CCSCC2)c1,21%,38,2%,-7%,31%[activator],3%
COc1cccc(NC(=O)Cc2nnc(SCC(=O)NC(C)c3ccccc3)n2C)c1 (centres undefined),-1%,-34,9%,?,11%,-6%
COc1ccc(F)cc1CN1CCN(c2cc(C)nc3c4c(C)cc(C)nc4nn23)CC1,6%,/,103%[activator],-12%,/,-31%
CCc1ccc(C(=O)OCC(=O)NCC(F)(F)F)cc1,7%,-3,-6%,-10%,14%,-4%
COCc1nnc(NC(=O)CCc2ccc(OC)cc2)s1,3%,-2,-13%,-6%,6%,-21%
CC(C)(C)C(=O)Nc1c2c(nn1-c1cccc(Cl)c1)CS(=O)(=O)C2,6%,-22,-16%,-23%,-2%,4%
COc1ccc(C(c2c(C)n(C)n(-c3ccccc3)c2=O)c2c(C)n(C)n(-c3ccccc3)c2=O)cc1,-1%,-13,54%,-13%,-17%,6%
CO/N=C/c1c(-c2ccc(Cl)cc2)nc2cc(C)ccn12,-3%,-1,-12%,?,?,82%[activator]
CC(=O)OC1CSC2c3ccccc3C(=O)N2Cc2sccc21 (centres undefined),2%,7,0%,3%,10%,-1%
COC(=O)C1NN=C(C(=O)c2ccc(Br)cc2)C1c1cccc(Br)c1 (centres undefined),-4%,56,-20%,?,0%,-25%
Cc1nn(-c2ccccc2)c(N)c1C(O)(C(F)(F)F)C(F)(F)F,1%,-1,-1%,1%,1%,3%
CN(C)CCN[C@H]1CCC2C3CC=C4C[C@@H](O)CC[C@]4(C)C3CC[C@@]21C (some centres undefined),/,40,-23%,/,?,/
CCc1cc(=O)oc2cc(C)cc(OC(C)C(=O)NC3CC(C)(C)NC(C)(C)C3)c12 (centres undefined),6%,24,0%,-2%,-2%,-1%
COc1ccccc1NC(=O)CCn1c(=O)c2cccn2c2ccccc21,/,?,-10%,1%,-29%,-3%
O=C(O)c1ccc2c(c1)C(=O)N([C@@H](C(=O)O)C(c1ccccc1)c1ccccc1)C2=O,12%,/,-16%,7%,/,10%
CC(Oc1cc2oc(=O)c3c(c2cc1Cl)CCCC3)C(=O)NCc1cccnc1 (centres undefined),-10%,-27,0%,-11%,-8%,-1%
CCOc1ccc(C2/C(=C(/O)c3ccc(F)cc3)C(=O)C(=O)N2CCCN(C)C)cc1 (centres undefined),1%,-7,-14%,?,0%&14%,-24%
CCOC(=O)c1cnc2c(ccc3ccccc32)c1Nc1ccc(OCC)cc1,/,17,/,-1%,/,2%
Cc1ccc(C23CC4CC(CC(NC(=O)N5CCN(C)CC5)(C4)C2)C3)cc1,4%,-6,188%[activator],-11%,13µM*,-2%
CCS(=O)(=O)N1CCCc2cc(C(=O)Nc3cc([N+](=O)[O-])ccc3C)ccc21,/,-39,/,2%,/,-12%
Cc1cccc(C(=O)NCC(=O)N2CCN(c3ccc(Cl)cc3)CC2)c1,12%,-22,-11%,-3%,?,2%
Cc1ccc(OCCN2CCN(c3ncnc4sc(C)c(C)c34)CC2)cc1,1%,-99*,122%[activator],-8%,2.5µM*,1%
Cc1n[nH]c(C)c1S(=O)(=O)N1CCCC(C(=O)NCc2ccccc2Cl)C1 (centres undefined),2%,-33,4%,-1%,-6%,6%
CC(=O)N(CCC(Cc1ccccc1)c1ccc2c(c1)OCO2)Cc1ccc(Cl)cc1 (centres undefined),-5%,-33,41%,-10%,11µM*,14%
O=C(NCC(=O)N1CCN(c2ccccn2)CC1)c1ccc(Br)o1,/,32,-18%,4%,8%,-5%
COc1cccc(C(=O)Nc2cc3c4c(c2)CC(=O)N4CCC3)c1,/,-7,-11%,-22%,10%,2%
CC(=O)Oc1ccc2c(=O)c(/C=N/c3cc(=O)[nH]c(=S)[nH]3)coc2c1,?,16,-24%,11%,14%,4%
Oc1ccc(CC2CC3CCN2CC3)cc1O (centres undefined),-27%,-5,-5%,-1%,20%,-11%
Cc1c(NS(=O)(=O)c2ccc([N+](=O)[O-])cc2)c(=O)n(-c2ccccc2)n1C,-19%,34,-9%,-2%,-4%,-21%
COc1ccccc1C(=O)Nc1ccc2c(c1)CN(C(=O)CSC)CC2,1%,2,19%,5%,-20%,6%
CCOc1cc(OCC)cc(C(=O)NC(=S)Nc2cccc(C(F)(F)F)c2)c1,-1%,-3,-17%,-15%,1%,-31%
c1cc2c(cc1Oc1nc(N3CCOCC3)nc(N3CCOCC3)n1)OCO2,7%,82,-8%,2%,?,3%
Cc1cccc(N(CC(=O)NC2CC2)S(=O)(=O)c2ccc(Cl)cc2)c1,/,-36,23%,4%,-7%,-2%
CCSC1=NCCN1S(=O)(=O)c1ccc(F)cc1,-6%,?,-3%,-4%,16%,0%
O=C(Nc1ccc(S(=O)(=O)N2CCOCC2)cc1)c1ccc(Cl)cc1Cl,-2%,-8,-12%,?,12%,8%
O=C(OCC#CCSc1nnc(-c2cccc3ccccc23)o1)c1ccc(F)cc1,/,1,-26%&-13%,-12%,/,2%
O=C(C1CCN(c2ncnc3c2nc2n3CCCCC2)CC1)N1CCN(c2ccccc2)CC1,/,-38,/,0%,/,0%
Cc1ccc(-c2nnc(Nc3ccc(O)cc3)c3ccccc23)cc1S(=O)(=O)N1CCCCC1,/,-90*,/,-5%,/,-8%
CC1(C)CC(=O)C2=C(C1)N=C1SCCC(=O)N1C2c1cccc([N+](=O)[O-])c1 (centres undefined),2%,-3,-1%,-1%,7%,4%
Cc1cccc(C)c1NC(=O)CCC(=O)N1Cc2ccccc2Oc2ncccc21,/,13,/,25%,/,-2%
Cc1ccc(C2=Nc3ccccc3N(C(=O)c3ccccc3)C(C)C2)cc1 (centres undefined),-8%,-8,43%,?,-22%,-4%
CS(=O)(=O)Nc1ccc(C(=O)NCCSCc2c(F)cccc2Cl)cc1,-1%,9,-14%,6%,-24%,11%

# Random excerpt: 2 records from the list
SMILES,Giardia FBPA inh,HCMV inh,AmpC inh no detg,AmpC detergent,HCV inhibitor,Sm TGR block
Cc1cccc(N(CC(=O)NC2CC2)S(=O)(=O)c2ccc(Cl)cc2)c1,/,-36,23%,4%,-7%,-2%
CC1(C)CC(=O)C2=C(C1)N=C1SCCC(=O)N1C2c1cccc([N+](=O)[O-])c1 (centres undefined),2%,-3,-1%,-1%,7%,4%

# Rows are unselected; about 9.9% have a hit in one of these screens.
